PLK1 PBD inh: blocks phosphopeptide binding to human PLK1 polo-box domain | P53350 | Plk1 PBD binding of FITC phosphopeptide, fluorescence polarization | Potency, µM, for the others: max response, negative = inhibition, usual class: inhibitors | hit rate 2.8% among 360,000; note: potency is the fitted concentration of half-maximal effect; series mostly up to about 57 µM; % is set by controls: 0 for no effect and ±100 for the full control effect; nearly all actives have a fitted effect of over 65% in size
WRN inhibitor: WRN helicase (human) inhibition; hit rate 0.46% among 360,000; Potency, µM (titrated, usually from 114 µM), for inactives: top-dose activity change, negative = inhibition, most hits filed as inhibitors; Q14191; WRN helicase unwinding, fluorescent forked duplex, kinetic; note: potency is the fitted concentration of half-maximal effect; % is set by controls: 0 for no effect and ±100 for the full control effect; nearly all actives have a fitted effect of over 55% in size
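WRN at 20 nM final was preincubated with compound for 15 min at room temperature; reaction started with 100 nM forked duplex oligonucleotide carrying fluorophore and quencher plus 2 mM ATP (final). Unwinding followed kinetically by red fluorescence (ex 525/em 598 nm).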
EPAC1 ag: agonists of human EPAC1. hit rate 0.073% among 360,000. O95398. Potency, µM (series often up to 154 µM), without a hit: top-dose activation, usual class: activators. EPAC1 agonist qHTS, biochemical assay; response scale: 100% = response to 6.5 mM cAMP; note: potency is the fitted concentration of half-maximal effect; nearly all actives have a fitted effect of over 60% in size
Target sequence (O95398 whole entry, looked up): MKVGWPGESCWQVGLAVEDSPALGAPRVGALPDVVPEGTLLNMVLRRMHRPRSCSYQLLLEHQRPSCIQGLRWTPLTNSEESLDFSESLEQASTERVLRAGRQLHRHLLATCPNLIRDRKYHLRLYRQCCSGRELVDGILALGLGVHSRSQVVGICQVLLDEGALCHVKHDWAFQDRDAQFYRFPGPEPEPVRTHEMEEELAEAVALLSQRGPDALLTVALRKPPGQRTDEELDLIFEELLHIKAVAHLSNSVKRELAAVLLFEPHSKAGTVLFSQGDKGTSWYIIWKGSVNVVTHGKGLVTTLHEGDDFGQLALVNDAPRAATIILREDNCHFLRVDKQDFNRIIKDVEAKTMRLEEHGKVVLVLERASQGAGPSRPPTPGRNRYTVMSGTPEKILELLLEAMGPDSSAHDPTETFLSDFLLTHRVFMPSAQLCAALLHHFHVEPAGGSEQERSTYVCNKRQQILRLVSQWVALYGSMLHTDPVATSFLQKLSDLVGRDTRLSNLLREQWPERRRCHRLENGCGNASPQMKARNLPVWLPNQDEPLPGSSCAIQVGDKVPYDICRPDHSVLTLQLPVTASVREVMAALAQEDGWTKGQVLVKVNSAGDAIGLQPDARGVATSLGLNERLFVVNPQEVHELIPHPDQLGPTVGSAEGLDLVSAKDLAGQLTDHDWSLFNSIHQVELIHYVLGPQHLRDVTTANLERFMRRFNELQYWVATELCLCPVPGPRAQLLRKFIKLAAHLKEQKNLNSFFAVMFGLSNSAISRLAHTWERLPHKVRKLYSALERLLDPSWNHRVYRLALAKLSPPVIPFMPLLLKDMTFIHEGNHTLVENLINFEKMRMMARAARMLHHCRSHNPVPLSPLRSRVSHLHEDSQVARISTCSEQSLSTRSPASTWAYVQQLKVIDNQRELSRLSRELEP
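Fluorescent GDP-exchange assay: 100 nM EPAC1 with 250 nM Rap1B preloaded with BODIPY-GDP and 50 uM GDP; compounds tested as concentration series, 5 min at room temperature, then read every 5 min for 30 min (ex 480/em 540 nm); normalized to 6.5 mM cAMP.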
PI5P4K alpha inh: blocks human PI5P4K alpha kinase activity; P48426; PI5P4Kalpha enzyme, ADP-Glo luminescence, 60 min; active compounds read low; hit rate 1.2% among 330,000; AID 652105; max response, %; active = max response of -50% or lower; inconclusive = between -30% and -50%; inactive = -30% or higher; note: value at the top dose of about 77 µM; % is set by controls: 0 for no effect and ±100 for the full control effect
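qHTS, 1536-well: enzyme/substrate mix, compound by pin tool, 5 microM ATP final; RT 60 min; ADP-Glo reagents 1 (45 min) then 2 (30 min); luminescence.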
IL2 activator: activates IL-2 in a cell-based reporter assay | IL-2 activation reporter assay, cell-based qHTS; stimulated with anti-CD3/CD4/CD28 beads; in transgenic mouse T cells | activation, % (series mostly up to about 46 µM) | hit rate 0.065% among 360,000 | AID 652025; in the data active = activation above about 50%; inconclusive = mostly about 30% to 49%; note: 0% is about no effect
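Using fluorescent plate cytometry, EGFP and DsRed are detected in transgenic mouse T cells stimulated 18 h at 37 degrees C with antibody-coated beads after 60 min compound pretreatment.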
FUS yeast rescue: FUS proteinopathy suppression in yeast. S. cerevisiae FUS-expressing, growth rescue, OD600, 24 h. Potency, µM (highest dose often 76.6 µM), without a hit: top-dose growth rescue (activation), hits mostly activators. hit rate 0.24% among 390,000. AID 1347120;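 note: potency is the fitted concentration of half-maximal effect; plate controls were DMSO vehicle for no effect and reference control for full effect; nearly all actives have a fitted effect of over 55% in size; some results filed as inactive show a strong effect at the top dose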
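Restored growth of FUS-toxic S. cerevisiae, read as 600 nm absorbance after 24 h at 30C in galactose medium (starting OD 0.005). Controls CP55940 and DMSO.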
Abeta rescue: A-beta toxicity reversal in yeast | Potency, µM (highest dose often 46.1 µM), for inactives: top-dose growth rescue, hits mostly activators | yeast expressing A-beta42, growth rescue, OD600, 48 h; response scale: 0% DMSO, 100% iron-clioquinol control | AID 1347071 | hit rate 0.063% among 410,000; note: potency is the fitted concentration of half-maximal effect; nearly all actives have a fitted effect of over 55% in size
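Growth rescue measured by 600 nm absorbance after 48 h yeast culture at 30 C with compound. Values normalized between DMSO and an equimolar ferric chloride plus clioquinol control.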
EPAC1 antag: blocks human EPAC1 exchange factor; hit rate 0.14% among 360,000; O95398; EPAC1 GEF assay, Rap1b-BODIPY-GDP exchange fluorescence; Potency, µM (doses to about 115 µM), inactives show at the top dose activity change, negative = inhibition, hits mostly inhibitors; AID 720709;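 note: potency is the fitted concentration of half-maximal effect; plate controls were vehicle for no effect and positive control for full effect; nearly all actives have a fitted effect of over 50% in size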
aSyn yeast inh: alpha-synuclein toxicity inhibition in yeast. Yeast expressing alpha-synuclein, growth rescue, BacTiter-Glo, 24 h. Potency, µM (top dose mostly 46.1 µM), for inactives: at the highest dose growth rescue (activation), hits mostly activators. hit rate 0.14% among 370,000; note: potency is the fitted concentration of half-maximal effect; % of control where 0% means no effect; nearly all actives have a fitted effect of over 65% in size
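Readout is rescue of growth in alpha-synuclein-expressing yeast, so inhibitors of toxicity appear as activators. Growth after 24 hr at 30 deg C in galactose medium is quantified by luminescence.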
The depositor's hits bear a star; ? = inconclusive; / = no result given; [ ] = remark or other dose. Unless noted, calls come from the whole dose curve; as a rule, active = well fitted curve in the direction sought with a large enough effect; inconclusive = small, poorly fitted or top-dose-only effect, or another doubt; inactive = no such curve, though single readings can be large; an effect the other way counts as inactive or inconclusive. Compounds as they come, and some 4.1% of all compounds hit somewhere here.

Values run as follows: PLK1 PBD inh, WRN inhibitor, EPAC1 ag, PI5P4K alpha inh, IL2 activator, FUS yeast rescue, Abeta rescue, EPAC1 antag, aSyn yeast inh
Cc1cccc(C(=O)O/N=C(\N)c2ccc(Cl)cc2)c1
 : 0%, -4%, 2%, 20, -0.2, -8%, -29%, 7%, -24%
Cc1ccc(NC(=O)c2noc3c2CCCCC3)cc1C
 : -8%, -1%, -2%, /, 0.7, -3%, 1%, 12%, -16%
COc1ccc(CCNC(=O)c2cc3c(=O)n4cccc(C)c4nc3n(CC3CCCO3)c2=N)cc1 (stereo not drawn)
 : 4%, 7%, 6%, 2, -2.5, 7%, 0%, -7%, 6%
Cc1ccc(NC(=O)COC(=O)c2cccc3c(=O)c(C)c(-c4ccccc4)oc23)cc1
 : -10%, 4%, 1%, 4, -1.6, -11%, -1%, -3%, -9%
Cc1cccc(-c2cc3nc(C)c(C)c(NCCCn4ccnc4)n3n2)c1
 : -14%, 2%, 8%, 11, -0.7, 11%, 8%, 1%, 7%
CCN(Cc1ccccc1)C(=O)COC(=O)c1c(C)nsc1NC
 : -9%, 1%, -3%, -3, -0.4, 0%, 3%, 1%, -3%[1.84 µM]
Cc1ccc(-c2nnc(SCC(=O)N3CCCC3)o2)cc1
 : -8%, 6%, -4%, 2, 1.5, 17%, -7%, -10%, 0%
COc1ccc(NC(=O)Cn2nnc(-c3ccccc3NS(=O)(=O)c3ccc(OC)cc3)n2)cc1
 : 3%, -19%[57.1 µM], -2%, 5, -0.8, 12%, -6%, 14%, 1%
CCCC(=O)N1CCN(c2ccc(NC(=O)c3sc4ccccc4c3Cl)cc2)CC1
 : -2%, -8%, 0%, -2, 0.6, 4%, -7%, -5%, 0%
Cn1cccc1/C=N/NC(=O)CSc1nc2ccccc2[nH]1
 : 6%, -7%, -2%, -1, 2.6, 2%, 5%, -4%, 2%
Fc1ccc(NC(=S)NNc2ncc(C(F)(F)F)cc2Cl)c(F)c1
 : -7%, 5%, -4%, 3, -3.2, ?, 0%, -10%, 1%
CCc1nc(SCc2ccc(C(=O)OC)o2)c2c(=O)n(C)c(=O)n(C)c2n1
 : 1%, 6%, -1%, -4, -1.8, -11%, 1%, 0%, 0%
CCCCCCCCN1C(=O)[C@H](CC(=O)NCC23CC4CC(CC(C4)C2)C3)C[C@@]2(C(=O)OCC)CCCC=C12
 : -12%, 5%, 0%, 5, 0.2, 29%, -8%, -10%, 12%
C[C@H](NC(=O)c1ccccc1)C(=O)N1CCC2(CC1)NCCc1[nH]cnc12
 : ?, 1%, -11%, -4, -1.2, -18%, 8%, -3%, -4%
COc1ccc(N2CCN(S(=O)(=O)c3ccc4c(c3)NC(=O)CS4)CC2)cc1
 : -14%, -4%, 6%, 1, -1.7, 2%, 12%, -29%, 0%
c1ccc(Nc2nc3ccccc3o2)cc1
 : -20%, 4%, 5%, /, -2.8, -7%, 5%, -1%, -11%
Cc1ccc(NC(=O)c2ccc3nc[nH]c3c2)c(O)c1
 : 6%, 8%, -13%, -8, 1.0, 14%, 8%, 9%, -4%
N#Cc1c(N)n[nH]c1CCCN
 : -6%, 0%, 6%, /, 2.5, 31%, 11%, -2%, 1%
CCC(CC)c1nnc(NC(=O)CSCC(=O)Nc2cc(C)on2)s1
 : -20%, -8%, 8%, -3, 2.0, 21%, -2%, 3%, 0%
O=C(NCc1ccon1)C1CCC(=O)N(Cc2cccc(C(F)(F)F)c2)C1 (stereo not drawn)
 : -6%, -1%, -12%, -1, 3.0, 12%, /, -5%, 1%
Cc1csc(NC(=O)CSc2ncnc3ccccc23)n1
 : -2%, -31%, -8%, 2, -3.5, 25%, 18%, -1%, 10%
Cc1csc(NC(=O)c2cc(C)oc2C)n1
 : -12%, -10%, 1%, -1, -1.7, 2%, 7%, -22%, -8%
Cc1c(Cl)cccc1NC(=O)C1NC(=O)CC1c1ccccc1 (stereo not drawn)
 : -13%, -10%, -20%, 5, -2.8, -36%, -6%, -15%, 10%
Cc1nn(Cc2ccc(C(=O)Nc3ccc(C(=O)OC(C)C)cc3)o2)c(C)c1Cl
 : -1%, -30%, 1%, /, -2.2, 9%, 22%, -13%, 0%
CCOc1cc(C(=O)Nc2nnc(S(=O)(=O)N3CCOCC3)s2)cc(OCC)c1OCC
 : 0%, 1%, 6%, 3, 0.9, 24%, 4%, 1%, 0%
CCC1C(=O)NCCN1C(=O)c1ccc2nc(Cc3ccc(OC)cc3)oc2c1 (stereo not drawn)
 : -7%, -1%, -8%, 14, -3.3, 0%, 10%, 0%, 0%
O=C(O)c1ccc2ccc3ccccc3c2c1
 : 0%, -7%, 14%, 7, 0.7, 0%, -16%, 4%, 2%
Cc1cccc(NS(=O)(=O)c2ccc(C3CCCCC3)cc2)c1
 : -4%, -10%, 17%, -2, 0.7, 21%, -43%[inhibitor], -14%, -2%
COc1cc(SC)ccc1C(=O)Nc1cccc(S(=O)(=O)NC2=NCCC2)c1
 : 4%, -4%, 14%, -4, -0.3, -5%, 1%, -5%, -1%
COc1cc(/C=N/NC(=O)CNc2n[nH]c(=O)[nH]c2=O)ccc1OCc1ccccc1
 : -4%, -3%, -3%, -5, -1.3, 24%, -3%, 2%, -1%
Cc1cccc2cc(/C=C3\N=C(c4ccccc4)OC3=O)c(N3CCOCC3)nc12
 : ?, 10%, 12%, 1, -1.3, 24%, -2%, 21%, -1%
O=C(NNC(=O)c1ccccc1[N+](=O)[O-])c1ccc(NS(=O)(=O)c2cccs2)cc1
 : 0%, -17%, -1%, -2, 1.9, /, 3%, -6%, 2%
O=C(CSc1cn(Cc2cccc(F)c2)c2ccccc12)NCc1ccc(F)cc1
 : -5%, 1%, -3%, -1, 1.0, -7%, 4%, -11%, -2%
Cc1cccc(NCc2nc(SCC(N)=O)n[nH]2)c1
 : -4%, 2%, 6%, /, -1.6, 19%, 13%, -10%, 2%
O=C1c2ccccc2-c2cccc(C(=O)N3CCCCC3)c21
 : -12%, 3%, 4%, 0, 0.1, 9%, -4%, -5%, -4%
CCN(CC)CCNC(=O)Cn1ncc2ccccc2c1=O
 : -11%, 12%, 11%, -1, 0.4, -7%, 4%, 5%, -2%
Oc1ccccc1OCC(O)c1ccccc1 (stereo not drawn)
 : -10%, 2%, -11%, -5, -1.9, -1%, 17%, 19%, 15%
CNC(=S)Nc1ccc(C)cc1
 : -19%, 6%, 4%, -2, 1.9, 25%, -11%, 6%, 2%
O=C(Nc1ccc(N2CCOCC2)nc1)c1ccccc1Cl
 : -14%, -22%, 9%, 5, -0.8, 4%, 10%, -18%, -6%
O=C(NC(=S)N1CCN(C(c2ccccc2)c2ccccc2)CC1)c1ccc(S(=O)(=O)N2CCOCC2)cc1
 : -4%, -15%, 5%, -5, 3.6, /, 10%, -14%, 7%
CN(C)c1nc2c(c(N)nn2-c2ccc(Cl)cc2)c(=O)o1
 : -6%, -1%, 8%, 2, -0.8, 22%, 7%, -6%, -2%
Cc1ccc(S(=O)(=O)N2CCCCC2)cc1NC(=O)COC(=O)c1ccc(O)cc1
 : 2%, -3%, 4%, -1, 1.1, 28%, 9%, 7%, 0%

Ordered by SMILES length (descending): part of the list above.
Values run as follows: PLK1 PBD inh, WRN inhibitor, EPAC1 ag, PI5P4K alpha inh, IL2 activator, FUS yeast rescue, Abeta rescue, EPAC1 antag, aSyn yeast inh
Cc1ccc(S(=O)(=O)N2CCCCC2)cc1NC(=O)COC(=O)c1ccc(O)cc1
 : 2%, -3%, 4%, -1, 1.1, 28%, 9%, 7%, 0%
Cc1cccc2cc(/C=C3\N=C(c4ccccc4)OC3=O)c(N3CCOCC3)nc12
 : ?, 10%, 12%, 1, -1.3, 24%, -2%, 21%, -1%
O=C(CSc1cn(Cc2cccc(F)c2)c2ccccc12)NCc1ccc(F)cc1
 : -5%, 1%, -3%, -1, 1.0, -7%, 4%, -11%, -2%
O=C1c2ccccc2-c2cccc(C(=O)N3CCCCC3)c21
 : -12%, 3%, 4%, 0, 0.1, 9%, -4%, -5%, -4%
Cc1cccc(NCc2nc(SCC(N)=O)n[nH]2)c1
 : -4%, 2%, 6%, /, -1.6, 19%, 13%, -10%, 2%
CCN(CC)CCNC(=O)Cn1ncc2ccccc2c1=O
 : -11%, 12%, 11%, -1, 0.4, -7%, 4%, 5%, -2%
Oc1ccccc1OCC(O)c1ccccc1 (stereo not drawn)
 : -10%, 2%, -11%, -5, -1.9, -1%, 17%, 19%, 15%

Compound activity as filed in PubChem.
